Screens deposited in PubChem BioAssay by National Center for Advancing Translational Sciences (NCATS).
USP1 inh: Inhibitors of USP1/UAF1: Primary Screen | Ubiquitin carboxyl-terminal hydrolase 1 (Homo sapiens), O94782 | recombinant USP1/UAF1, Ub-Rhodamine cleavage fluorescence | Potency, µM (doses to about 57.1 µM), for the others: at the highest dose activity change, negative = inhibition, actives largely listed as inhibitors | 0.23% of 390,000 active | AID 743255, 2014; note: potency is the fitted concentration of half-maximal effect; % is set by controls: 0 for no effect and ±100 for the full control effect; nearly all actives have a fitted effect of over 60% in size; inactives centre near -12
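1 nM enzyme complex + cpd, 15 min RT; start with Ub-Rho 150nM final; kinetic fluorescence ex 480/em 540, 6 reads q60 s. Buffer 50mM HEPES pH 7.8, 0.5mM EDTA, 0.1 mg/ml BSA, 1mM TCEP, 0.01% Tween-20.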
rTrxR1 inhibitor: qHTS Assay for Inhibitors of Mammalian Selenoprotein Thioredoxin Reductase 1 (TrxR1): qHTS; Thioredoxin reductase 1, cytoplasmic (Rattus norvegicus), O89049; recombinant rTrxR1, NADPH fluorescence consumption, selenite substrate; Potency, µM (doses to about 114 µM), for the others: top-dose activity change, negative = inhibition, most hits filed as inhibitors; 1% of 390,000 active; note: potency is the fitted concentration of half-maximal effect; % is set by controls: 0 for no effect and ±100 for the full control effect; nearly all actives have a fitted effect of over 65% in size
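Rat TrxR1 (90 nM in the dispensed reagent) was pre-reduced with 400 uM NADPH for 5 min at room temperature, then incubated with compound for 15 min. After 400 uM selenite was added, NADPH fluorescence (Ex 340/Em 450 nm) was followed for 8 min.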
TrxR1 substrate: qHTS Assay for Substrates of Mammalian Selenoprotein Thioredoxin Reductase 1 (TrxR1): qHTS. purified TrxR1 substrate turnover, NADPH consumption readout. 0.01% of 390,000 active. Potency, µM (doses to about 114 µM), inactives show top-dose activity change, negative = substrate turnover. Thioredoxin reductase 1, cytoplasmic (Rattus norvegicus), O89049; note: potency is the fitted concentration of half-maximal effect; % is set by controls: 0 for no effect and ±100 for the full control effect; nearly all actives have a fitted effect of over 50% in size
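Rat TrxR1, dispensed at 90 nM, was prereduced with 400 uM NADPH (final) for 5 min at ~22 deg C, then incubated with compound 15 min before 400 uM selenite. A first-read NADPH fluorescence drop versus no-compound background flagged substrates.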
IDH1 R132H inh: qHTS for Inhibitors of mutant isocitrate dehydrogenase 1 (IDH1): qHTS; Isocitrate dehydrogenase [NADP] cytoplasmic (Homo sapiens), O75874; IDH1-R132H enzyme, NADPH consumption, diaphorase/resazurin fluorescence; Potency, µM (series often up to 76.6 µM), without a hit: at the highest dose activity change, negative = inhibition, hits mostly inhibitors; 0.093% of 390,000 active; AID 602179, 2012; note: potency is the fitted concentration of half-maximal effect; % is set by controls: 0 for no effect and ±100 for the full control effect; nearly all actives have a fitted effect of over 65% in size
Target sequence (O75874 whole entry R132H, stated change not applied): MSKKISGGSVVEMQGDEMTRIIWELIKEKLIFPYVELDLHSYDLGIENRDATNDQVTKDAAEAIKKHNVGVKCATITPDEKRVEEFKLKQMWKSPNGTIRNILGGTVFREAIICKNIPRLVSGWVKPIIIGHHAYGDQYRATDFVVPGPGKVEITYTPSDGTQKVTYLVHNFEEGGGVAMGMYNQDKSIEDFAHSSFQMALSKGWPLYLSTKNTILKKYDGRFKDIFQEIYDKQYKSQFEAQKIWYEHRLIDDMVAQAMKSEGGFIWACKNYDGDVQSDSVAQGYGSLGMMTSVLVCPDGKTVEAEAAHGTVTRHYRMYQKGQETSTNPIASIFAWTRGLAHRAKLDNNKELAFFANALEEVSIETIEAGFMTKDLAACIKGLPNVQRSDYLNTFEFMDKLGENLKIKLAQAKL
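IDH1-R132H (0.5 ug/mL dispensed) in pH 7.5 Tris buffer was preincubated 30 min with compound, then given a substrate mix of 0.016 mM NADPH and 2 mM alpha-KG for 80 min at room temperature; remaining NADPH was read by diaphorase/resazurin fluorescence.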
D2 ag: HTS Assay for Allosteric Agonists of the Human D2 Dopamine Receptor: Primary Screen for Agonists | D(2) dopamine receptor (Homo sapiens), P14416 | HEK293 T-REx D2 cells, calcium flux agonist mode | activation, % at 2 µM | 0.53% of 340,000 active;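 active = activation over 3 SD above normal in the single-dose calcium agonist read, cut at about 30% in these data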; note: 0% is about no effect
Target sequence (P14416 whole entry, looked up): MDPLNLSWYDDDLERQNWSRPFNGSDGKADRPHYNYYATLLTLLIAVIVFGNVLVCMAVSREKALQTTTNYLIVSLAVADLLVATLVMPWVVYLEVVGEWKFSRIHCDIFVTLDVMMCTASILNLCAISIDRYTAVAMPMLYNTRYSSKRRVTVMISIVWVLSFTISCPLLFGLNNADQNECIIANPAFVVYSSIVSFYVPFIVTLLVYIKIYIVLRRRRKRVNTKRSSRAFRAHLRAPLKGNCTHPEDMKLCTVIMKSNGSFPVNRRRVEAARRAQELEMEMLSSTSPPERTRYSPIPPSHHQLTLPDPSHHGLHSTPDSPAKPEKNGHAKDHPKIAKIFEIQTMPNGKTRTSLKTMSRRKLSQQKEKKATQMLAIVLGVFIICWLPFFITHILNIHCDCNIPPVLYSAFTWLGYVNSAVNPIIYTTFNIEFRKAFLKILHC
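Calcium-flux readout, 1 cycle/sec over 180 s following compound pin transfer, in inducible HEK293 Trex D2 cells (force-coupled); dopamine controls included. Positive calcium responses during this window marked compounds as potential agonists.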
TRHR enhancer: qHTS for Small Molecule Agonists and Allosteric Enhancers of Human TRH Receptor: Primary Screen for Enhancers. TRHR cells, fluo-8 calcium fluorescence, EC20 TRH enhancement. enhancement, % at 2 µM. 0.66% of 360,000 active; in the data active = enhancement above about 30%; note: 0% is about no effect
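TRHR-expressing cells loaded with fluo-8 calcium dye were read kinetically (ex 480/em 530) during compound addition, then stimulated with an EC20 of TRH (10 nM final). Enhancement of the Gq-mediated intracellular calcium response was scored.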
D2 antag: HTS Assay for Allosteric Antagonists of the Human D2 Dopamine Receptor: Primary Screen for Antagonists; AID 485344, 2010; D(2) dopamine receptor (Homo sapiens), P14416; 2% of 340,000 active; HEK293 TREx D2 cells, calcium flux, dopamine EC80; inhibition, % at 10 µM; in the data active = inhibition above about 30%; note: 0% is about no effect
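Cells plated overnight at 30 C with tetracycline; no-wash calcium dye, 30–90 min RT; 10 s baseline; compound pinned; 180 s read; EC80 dopamine added; another 180 s read.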
TRHR agonist: qHTS for Small Molecule Agonists and Allosteric Enhancers of Human TRH Receptor: Primary Screen for Agonists; Thyrotropin-releasing hormone receptor (Homo sapiens), P34981; TRHR cells, calcium flux fluo-8, FDSS agonist mode; activation, % at 2 µM; 0.18% of 360,000 active; AID 493084, 2011; in the data active = activation above about 30%; note: 0% is about no effect
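Fluo-8-loaded TRHR cells; 10 s baseline, compound added, kinetic Ca2+ fluorescence read 1/s, agonist mode.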
Pin1 inh: qHTS Assay to Find Inhibitors of Pin1 | Pin1 FP peptide displacement, HiFluor488, 10 min | Potency, µM (doses to about 115 µM), without a hit: top-dose activity, negative = inhibition, actives largely listed as inhibitors | 0.009% of 390,000 active; active = well fitted inhibition curve with a large enough effect in the polarisation, with a control signal flat, not every such curve was filed as active; inconclusive = small, poorly fitted or top-dose-only effect, or effect the other way, or a change in a side signal; inactive = no such curve, though single readings can be large or run the other way; the % refers to the polarisation; note: potency is the fitted concentration of half-maximal effect; % is set by controls: 0 for no effect and ±100 for the full control effect
Target sequence (Q13526 whole entry, looked up): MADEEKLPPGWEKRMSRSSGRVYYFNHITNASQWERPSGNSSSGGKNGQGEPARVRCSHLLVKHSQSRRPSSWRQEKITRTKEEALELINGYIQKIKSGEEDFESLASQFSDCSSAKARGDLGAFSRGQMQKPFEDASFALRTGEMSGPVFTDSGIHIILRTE
The depositor's hits bear a star; [ ] = remark or other dose. Unless noted, calls come from the whole dose curve; as a rule, active = well fitted inhibition curve with a large enough effect; inconclusive = small, poorly fitted or top-dose-only effect; inactive = no such curve, though single readings can be large or run the other way. The list is partial; count on the stated rates, not on these rows.

`O=C(NNC(=O)c1cc(-c2ccc(Cl)cc2)nc2ccccc12)c1csc(N2CCOCC2)n1` gave USP1 inh -7%, rTrxR1 inhibitor 4%[57.1 µM], TrxR1 substrate -1%[57.1 µM], IDH1 R132H inh -9%, D2 ag -0.3, TRHR enhancer -7, D2 antag 1, TRHR agonist 0.5 and Pin1 inh 16%.
For CCC(=O)N1CCc2cc(S(=O)(=O)Nc3ccc4c(c3)OCCO4)ccc21 the results were USP1 inh 1%, rTrxR1 inhibitor 6%, TrxR1 substrate 5%, IDH1 R132H inh 3%, TRHR enhancer 1, TRHR agonist -0.1 and Pin1 inh 1%.
`CCC(C)NS(=O)(=O)c1ccc(S(=O)(=O)N2CC=C(c3ccc(F)cc3)CC2)cc1` (stereo unspecified) gave USP1 inh -18%, rTrxR1 inhibitor 11%, TrxR1 substrate -1%, IDH1 R132H inh -4%, D2 ag 0.2, TRHR enhancer 0, D2 antag 3, TRHR agonist 0.9 and Pin1 inh 10%.
Cc1cc(C)c(S(=O)(=O)N(C2=NCCS2)S(=O)(=O)c2c(C)cc(C)cc2C)c(C)c1 was read as USP1 inh -20%, rTrxR1 inhibitor 17%[57.1 µM], TrxR1 substrate 9%[57.1 µM], IDH1 R132H inh 5%, D2 ag -0.4, TRHR enhancer -4, D2 antag -10, TRHR agonist 0.4 and Pin1 inh 26%.
Screening COc1cccc(NC(=O)CN(C)C(=O)CCCc2nc3ccccc3c(=O)[nH]2)c1 returned USP1 inh -15%, rTrxR1 inhibitor 20%, TrxR1 substrate 7%, IDH1 R132H inh 12%, D2 ag 0.0, TRHR enhancer 4, D2 antag 6, TRHR agonist -0.2 and Pin1 inh -5%.
For CCCCN(Cc1cccs1)S(=O)(=O)c1cc(-c2cc(C)no2)ccc1C the results were USP1 inh -3%, rTrxR1 inhibitor 19%[57.1 µM], TrxR1 substrate -4%[57.1 µM], IDH1 R132H inh 7%, D2 ag 1.6, TRHR enhancer 4, TRHR agonist 2.2 and Pin1 inh 2%.
Cc1ccc(S(=O)(=O)N2CCCCC2)cc1NC(=O)C1CC(=O)N(c2ccc3c(c2)OCCO3)C1 (stereo unspecified) was read as USP1 inh -16%, rTrxR1 inhibitor 14%, TrxR1 substrate -3%[57.1 µM], IDH1 R132H inh 8%, D2 ag -1.4, TRHR enhancer 0, D2 antag 17, TRHR agonist -0.5 and Pin1 inh 17%.
For CCCC(=O)Nc1ccc(-c2cn3cccnc3n2)cc1 the results were USP1 inh -20%, rTrxR1 inhibitor -29%, IDH1 R132H inh 1%, D2 ag 1.4, TRHR enhancer 1, D2 antag -9, TRHR agonist 1.1 and Pin1 inh 8%.
O=C(O)C1CC=CCC1C(=O)Nc1cccc(C(=O)N2CCCCC2)c1 (stereo unspecified) was read as USP1 inh -13%, rTrxR1 inhibitor 7%, TrxR1 substrate 9%, IDH1 R132H inh 9%, D2 ag 0.8, TRHR enhancer -4, D2 antag -1, TRHR agonist -0.9 and Pin1 inh 6%.
For C[C@]12C=CC(=O)C=C1CC[C@@H]1[C@@H]2C(=O)C[C@@]2(C)[C@H]1CC[C@]2(O)C(=O)COC(=O)CCC(=O)O the results were USP1 inh -24%, rTrxR1 inhibitor -18%, TrxR1 substrate -16%, IDH1 R132H inh 1%, D2 ag 0.2, TRHR enhancer 7, D2 antag -2, TRHR agonist 0.7 and Pin1 inh 3%.
Screening COc1ccc(CCNS(=O)(=O)c2c(C)nc3scc(C)n3c2=O)cc1OC returned USP1 inh -8%, rTrxR1 inhibitor -6%, TrxR1 substrate -6%, IDH1 R132H inh -7%, D2 ag 3.0, TRHR enhancer 2, D2 antag -21, TRHR agonist 1.6 and Pin1 inh 5%.
CCN(CC)S(=O)(=O)c1ccc(C)c(NC(=O)CSc2nc3ccc(C)cc3[nH]2)c1 was read as USP1 inh -3%, rTrxR1 inhibitor -14%, TrxR1 substrate -18%, IDH1 R132H inh 4%, D2 ag -0.3, TRHR enhancer -4, D2 antag -8, TRHR agonist -0.3 and Pin1 inh 1%.
For O=C(NCc1ccc(Cl)cc1)c1cc2c(nc3sccn32)s1 the results were USP1 inh -1%, rTrxR1 inhibitor -16%, TrxR1 substrate -5%, IDH1 R132H inh 0%, D2 ag -0.3, TRHR enhancer -1, D2 antag 7, TRHR agonist 0.0 and Pin1 inh 3%.
Screening O=C(NC(=S)Nc1ccc(F)c(Cl)c1)C1CC1 returned USP1 inh -14%, rTrxR1 inhibitor inconclusive, TrxR1 substrate 1%, IDH1 R132H inh -4%, D2 ag 1.2, TRHR enhancer -4, D2 antag -5, TRHR agonist 0.2 and Pin1 inh -8%.
For COc1ccc(-c2cc(C(=O)OCC(=O)c3c(N)n(C)c(=O)n(C)c3=O)c3ccccc3n2)cc1 the results were USP1 inh -11%, rTrxR1 inhibitor 74%[activator], TrxR1 substrate 86%[activator], IDH1 R132H inh -12%, D2 ag 0.4, TRHR enhancer 4, D2 antag -2, TRHR agonist -0.1 and Pin1 inh 3%.

Reprinted from the part before: 2 compounds; new compounds follow.
Screening O=C(NC(=S)Nc1ccc(F)c(Cl)c1)C1CC1 returned USP1 inh -14%, rTrxR1 inhibitor inconclusive, TrxR1 substrate 1%, IDH1 R132H inh -4%, D2 ag 1.2, TRHR enhancer -4, D2 antag -5, TRHR agonist 0.2 and Pin1 inh -8%.
For COc1ccc(-c2cc(C(=O)OCC(=O)c3c(N)n(C)c(=O)n(C)c3=O)c3ccccc3n2)cc1 the results were USP1 inh -11%, rTrxR1 inhibitor 74%[activator], TrxR1 substrate 86%[activator], IDH1 R132H inh -12%, D2 ag 0.4, TRHR enhancer 4, D2 antag -2, TRHR agonist -0.1 and Pin1 inh 3%.
`CCn1c2ccccc2c2nnc(SCC(=O)OCN3C(=O)c4ccccc4C3=O)nc21` gave USP1 inh -13%, rTrxR1 inhibitor -2%, TrxR1 substrate -4%, IDH1 R132H inh 2%, D2 ag -0.2, TRHR enhancer 8, D2 antag -8, TRHR agonist 0.9 and Pin1 inh inconclusive.
Screening Cc1ccccc1NC(=O)c1ccc2c(c1)C(=O)N(CCC(C)C)C2=O returned USP1 inh -4%, rTrxR1 inhibitor 18%[57.1 µM], TrxR1 substrate 13%[57.1 µM], IDH1 R132H inh 2%, D2 ag 0.3, TRHR enhancer -4, D2 antag -6, TRHR agonist 0.8 and Pin1 inh -12%.
`CCCCNc1c(-c2ccc(SC3CCCCC3)c(OC)c2)nc2ccc(Cl)cn12` gave USP1 inh -26%, rTrxR1 inhibitor 40%[activator][57.1 µM], TrxR1 substrate 11%[57.1 µM], IDH1 R132H inh -1%, D2 ag 0.8, TRHR enhancer -7, D2 antag -2, TRHR agonist 1.8 and Pin1 inh 5%.
`CCOc1ccccc1NC(=O)C(OC(=O)c1ccccc1O)c1ccccc1` (stereo unspecified) gave USP1 inh -19%, rTrxR1 inhibitor inconclusive, TrxR1 substrate 15%, IDH1 R132H inh -1%, D2 ag 0.6, TRHR enhancer 5, D2 antag 7, TRHR agonist 0.5 and Pin1 inh 24%.
For c1ccc(CSc2nnc(C3CCNCC3)o2)cc1 the results were USP1 inh -2%, rTrxR1 inhibitor 11%, TrxR1 substrate 5%, IDH1 R132H inh -7%, D2 ag 1.9, TRHR enhancer 9, TRHR agonist 0.7 and Pin1 inh -3%.
For FC(F)(F)c1cccnc1-n1cncn1 the results were USP1 inh -14%, rTrxR1 inhibitor 22%, TrxR1 substrate 3%, IDH1 R132H inh 17%, D2 ag 0.6, TRHR enhancer 0, D2 antag 1, TRHR agonist 0.7 and Pin1 inh -2%.
For CCN=C1S/C(=C\c2cc(OCC)c(O)cc2Br)C(=O)N1CC the results were USP1 inh -11%, rTrxR1 inhibitor -1%, TrxR1 substrate -7%, IDH1 R132H inh 5%, D2 ag -2.7, TRHR enhancer -6, D2 antag -4, TRHR agonist 4.3 and Pin1 inh 5%.
Screening COC(=O)C(O)(NC(=O)c1ccncc1)C(F)(F)F (stereo unspecified) returned USP1 inh 1%, rTrxR1 inhibitor 47%[activator], TrxR1 substrate 16%, IDH1 R132H inh -4%, D2 ag 1.3, TRHR enhancer -1, D2 antag 11, TRHR agonist -0.3 and Pin1 inh -6%.
C=CCOc1ccccc1CNc1cccc(F)c1 was read as USP1 inh -16%, rTrxR1 inhibitor 4%, TrxR1 substrate 0%, IDH1 R132H inh 0%, D2 ag -0.5, TRHR enhancer -2, D2 antag 7, TRHR agonist -1.0 and Pin1 inh 10%.
For COc1ccc(CNC(=O)CCCc2ccccc2)cc1 the results were USP1 inh -5%, rTrxR1 inhibitor 13%, TrxR1 substrate 0%, IDH1 R132H inh -4%, D2 ag 0.7, TRHR enhancer -1, D2 antag -2, TRHR agonist 0.1 and Pin1 inh 0%.
O=C(Nc1ccc(Br)cn1)c1coc(=O)c(Br)c1 was read as USP1 inh -9%, rTrxR1 inhibitor -38%, TrxR1 substrate 101%[activator][57.1 µM], IDH1 R132H inh -3%, D2 ag 0.7, TRHR enhancer 3, D2 antag -2, TRHR agonist -0.2 and Pin1 inh inconclusive.
Cc1cccc(CC(=O)N2CCN=C2SCc2ccc([N+](=O)[O-])cc2)c1 was read as USP1 inh -13%, rTrxR1 inhibitor 15%[57.1 µM], TrxR1 substrate -7%[57.1 µM], IDH1 R132H inh -2%, D2 ag -0.4, TRHR enhancer -2, D2 antag 23, TRHR agonist 0.3 and Pin1 inh 0%.
